# LGR2 inh: Drosophila LGR2 receptor signaling inhibition. HEK293 LGR2, CRE-luciferase, bursicon-stimulated, 4 h. inhibition, % at 9.99 µM. 0.35% of 380,000 active. AID 720647;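 active = drop in luminescence signal, shown as inhibition above about 50% in the replicate tests, limit read from the data, passing the limit was not always enough; inconclusive = probably only some replicates passing the limit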;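 also: agonist challenge used bursicon conditioned medium at about half maximal strength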
# PGC1a acetyl inh: PGC1a acetylation modulation, inhibitor mode. 0.17% of 350,000 active. U2OS PGC1a acetylation, AlphaScreen anti-acetyl-lysine; with virally co-expressed GCN5 acetyltransferase. inhibition, % at 15.6 µM. AID 651687;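 active = every replicate shows inhibition of at least 40%; inconclusive = mean inhibition at least 40% but some replicate below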;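 also: 0% = neutral control wells and 100% = positive control wells; some results beyond the cut were filed as inactive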
# C2C12 statin: protects C2C12 myotubes from simvastatin toxicity | 0.78% of 330,000 active | ATP luminescence, 48 h; scaled: DMSO 0, geranylgeraniol control 100 | AID 602340 | rescue of ATP level, % at 7.49 µM;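 active = mean ATP rescue above about 67%, or every replicate alone reaching that limit, limit read from the data, passing the limit was not always enough; inconclusive = no clear call, values can overlap the other calls; inactive = mean under the limit and some replicate under it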;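 also: myotubes were challenged with 10 µM simvastatin during compound exposure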
# PAX8 inh HTS: lowers PAX8-driven luciferase in RMG-I cells; inhibition, % at 12.6 µM; RMG-I TPO-luciferase reporter, SteadyGlo, 24 h; 1.2% of 360,000 active;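 active = mean replicate inhibition at least 60% with every replicate also reaching 60%; inconclusive = only one of the two criteria is met; inactive = mean below 60% and not all replicates reaching 60%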;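 also: luciferase light reporting Pax8 driven TPO promoter activity; plate controls were median of neutral control wells for no effect and mitoxantrone controls for full effect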
# Cneo AK release: Cryptococcus neoformans lysis via adenylate kinase release. C. neoformans lysis, adenylate kinase release luminescence, 4 h; normalised: neutral wells 0, clomiphene wells 100. 0.2% of 360,000 active. AID 651654. lysis activity, % at 15 µM;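 active = mean lysis activity across replicates of at least 80%, whatever share of replicates individually reach that level; inactive = mean lysis activity below 80%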
#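 Material – Cryptococcus neoformans yeast cells · Quantity – 5 × 10^6 yeast cells/mL · Buffer or medium – YPD medium · Compound – single dose · Timing – 4 h static compound exposure, 37 °C, read 1 h post-reagent · Signal – adenylate kinase release luminescence · Read-out basis – lysis from increased AK signal · Benchmarks – Clomiphene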
# INS-1E GSIS act: GLuc luminescence reporter in INS-1E cells, primary screen for activators of glucose-dependent secretion of insulin. INS-1E GLuc reporter insulin secretion, 2-3 h. activation, % at 16.6 µM. 0.61% of 370,000 active;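 active = lowest replicate activation of at least 40%, so every replicate reaches that level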;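 also: 0% = median of neutral control wells and 100% = median of IBMX positive control wells; some compounds called inactive have numbers as strong as hits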
# ARNT TACC3 PPI: disrupts binding between human ARNT and TACC3; Q9Y6A5; AlphaScreen His-ARNT PAS-B/GST-TACC3 binding, luminescence; TACC3 fragment carries E629A point mutation; inhibition, % at 9.99 µM; 0.66% of 390,000 active; AID 623870;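 active = mean inhibition of replicates at least 50% and at least half of replicates each reaching 50%; inconclusive = half or more replicates reach 50% but mean below 50%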;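 also: 0% = complete ARNT plus TACC3 wells and 100% = ARNT alone without TACC3; many hits fall short of the cut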
# PglD inh: inhibitors of Campylobacter jejuni PglD acetyltransferase; inhibition, % at 12.5 µM; AID 602405; 0.098% of 360,000 active; purified PglD enzyme, DTNB colorimetric CoA detection; in the data active = inhibition above about 16%, passing the limit was not always enough; inconclusive = no clear call, values can overlap the other calls; also: strong numbers were not always called active
# Starred values were filed as active, the others as inactive; u = inconclusive; x = not tested or not shown; & = joins results of further samples. The order is random; overall some 2.9% were active at least once.
SMILES,LGR2 inh,PGC1a acetyl inh,C2C12 statin,PAX8 inh HTS,Cneo AK release,INS-1E GSIS act,ARNT TACC3 PPI,PglD inh
COc1cccc(C2N(c3cccc(Cl)c3)C(=O)C3CCCN32)c1 (stereo unspecified),-2,x,-2,0,4,7,2,-1
COC(=O)C1CCc2c(ccc3c2CCCC3)C1=O (stereo unspecified),-14,0,4,-61,-2,6,-4,2
CCOC(=O)C1(CCCc2ccccc2)CCN(C(=O)C2=C(C)OCCO2)CC1,4,5,0,15,-4,-28,-22,5
O=C(NCCc1ccccc1)C1CCN(S(=O)(=O)N2CCCCCC2)CC1,14,-1,4,0,3,-18,-5,2
Cc1noc(C)c1S(=O)(=O)Nc1ccc2c(c1)C(=O)N([C@@H](C)CO)C[C@@H](C)[C@@H](CN(C)Cc1ccncc1)OCCCC[C@H](C)O2,8,15,x,8,-1,-10,-2,5
Cc1cc(NC(=O)CSc2nc3ccccc3n2CC(=O)N2CC(C)CC(C)C2)no1 (stereo unspecified),1,11,-13,x,8,16,4,1
CCCNC(=O)C[C@@H]1C[C@H]2c3cc(NC(=O)C4CCC4)ccc3O[C@H]2[C@H](CO)O1,8,-4,-8,-3,-1,2,-4,2
CC(=O)c1cccc(NC(=O)CCNS(=O)(=O)c2cccc3nsnc23)c1,x,12,-4,-11,1,x,-1,0
CC(C)C[C@@H](NC(=O)[C@H]1CCCN1C(=O)Cc1ccccc1)C(N)=O,-2,6,1,-27,3,-8,-6,-3
COCCN1CCN(C(=O)c2cc(COc3ccc(F)cc3Cl)on2)CC1,-8,-2,-6,-5,-3,3,-1,-1
COC(=O)c1ccc(OCC(=O)Nc2ccsc2C(=O)OC)cc1,20,-7,-2,-15,-2,14,0,0
C[C@@H]1CN([C@H](C)CO)C(=O)c2cc(C#Cc3cccc(F)c3)cnc2O[C@@H]1CN(C)C(=O)C1CCOCC1,-10,12,22,x,x,11,x,x
Brc1ccc(CSc2ncnc3nc[nH]c23)cc1,11,6,0,-21,-9,24,-8,9
Fc1ccc(NC(=S)Nc2ccc(Br)cc2)cc1,-10,1,-81,-2,-1,-31,-14,-6
O=C(CSc1n[nH]c(-c2ccccn2)n1)Nc1ccccc1F,3,x,-2,-3,-6,8,54*,2
CCOC(O)[C@H]1N[C@@H](c2ccc(Cl)cc2)[C@@H]([N+](=O)[O-])[C@@H]1c1ccccc1 (stereo partly specified),-23,x,x,-22,x,-35,-1,x
NC(=O)COC(=O)c1sc2cc(F)ccc2c1Cl,-7,1,22,-7,-2,13,3,3
O=C(CC1C(=O)NCCN1Cc1cccc(F)c1)NC1CCCCCC1 (stereo unspecified),6,-7,x,11,1,-13,-6,0
CSc1ncnc2c1ncn2CCCN1CCN(c2ncccn2)CC1,-19,-2,3,3,-1,5,x,6
Cc1ccc(S(=O)(=O)NCCCNS(C)(=O)=O)cc1,11,3,9,x,-1,24,-8,0
C[C@H]1CCCCO[C@H](CN(C)CC2CCCCC2)[C@@H](C)CN([C@@H](C)CO)C(=O)c2cc(NS(C)(=O)=O)ccc2O1,5,-4,13,-9,1,-16,-7,-31
COc1ccc(CNC(=O)c2ccc(N3CCCC3=O)cc2)cc1,-19,0,7,x,-5,-12,x,4
O=C(NCCCN1CCOCC1)C(=O)c1c[nH]c2ccccc12,6,x,-6,9,-3,-15,10,2
Cc1cc(C)c(NC(=O)CSc2nc3ncc(Br)cc3[nH]2)c(Cl)c1,-3,-7,5,-7,0,-3,-4,-1
NC(=O)CSc1nnc(-c2cccs2)n1-c1ccccc1,x,3,-14,-2,-2,x,-2,-6

# Individual results from the entries so far:
# For INS-1E GSIS act, O=C(NCCCN1CCOCC1)C(=O)c1c[nH]c2ccccc12 shows -15
# For PglD inh, NC(=O)COC(=O)c1sc2cc(F)ccc2c1Cl shows 3

# Entries above printed as active in ARNT TACC3 PPI.
structure | LGR2 inh | PGC1a acetyl inh | INS-1E GSIS act | ARNT TACC3 PPI | PglD inh
O=C(CSc1n[nH]c(-c2ccccn2)n1)Nc1ccccc1F | 3 | x | 8 | 54* | 2

# Following part.
SMILES,LGR2 inh,PGC1a acetyl inh,C2C12 statin,PAX8 inh HTS,Cneo AK release,INS-1E GSIS act,ARNT TACC3 PPI,PglD inh
COC(C[C@H]1O[C@@H]1[C@H](O)[C@H](C)OCc1ccccc1)OC,x,u,x,-15,-1,x,0,0
COc1cccc(C(=O)N2C[C@@H]3[C@H](c4ccccc42)[C@@H](CO)N3C(=O)c2ccc(F)cc2)c1,7,5,-1,11,-2,-14,4,-1
COc1cccc(=O)c2c(C)n(-c3ccc(C(=O)O)cc3)c(C)c12,7,x,x,-14,x,0,1,x
COc1ccc(NC(=O)Nc2ccc3c(c2)C(=O)N([C@H](C)CO)C[C@@H](C)[C@H](CN(C)C(=O)NC2CCCCC2)OCCCC[C@@H](C)O3)cc1,-11,3,x,36,-1,-12,5,5
C[C@H]1CN([C@@H](C)CO)C(=O)c2cc(-c3cccnc3)cnc2O[C@H]1CN(C)C(=O)C1CC1,13,5,x,x,1,20,0,1
C[C@H](CO)N1C[C@H](C)[C@@H](CN(C)C(=O)Nc2ccc3c(c2)OCO3)Oc2ncc(-c3cncnc3)cc2C1=O,3,2,-7,x,1,1,-8,1
COC(=O)c1cc2ccccc2c([N+](=O)[O-])c1O,-31,-2,3,11,1,55*,-2,0
COc1ccc(C(=O)NC2CCCc3c2cnn3-c2cccc(C)c2C)o1 (stereo unspecified),12,x,23,21,0,-35,-1,0
CCN(CC)CCCN(C(=O)c1ccccc1F)c1nc(-c2ccc(OC)cc2)cs1,18,7,-10,17,-7,-10,16,4
CSc1ccccc1OCc1cc(C(=O)N(C)Cc2cc(C)[nH]n2)no1,3,-5,5,-77,-13,10,22,-4
CC=Cc1ccc2n(c1=O)C[C@H]1[C@H](CO)[C@@H](C(=O)NCC(F)(F)F)[C@@H]2N1C(=O)C1CCC1 (mixture of isomers),7,x,-24,x,1,17,-9,-1
COc1cc([N+](=O)[O-])c2nc(C=NNC(N)=S)ccc2c1,-4,3,-11,7,x,2,0,x
Cc1ccc(CN(C)C[C@H]2OCc3cn(nn3)CCCC(=O)N([C@@H](C)CO)C[C@H]2C)cc1,-6,6,6,x,57,-1,0,1
CCOc1cc2sc(N3CCC(C(=O)NCCCN4CCCC4=O)CC3)nc2cc1Br,7,-13,22,-24,-20,-8,-9,-2
O=C(C[C@H]1C[C@H]2c3cc(NC(=O)CC4CC4)ccc3O[C@H]2[C@@H](CO)O1)NCc1cccnc1,9,-2,-6,x,21,2,-5,2
C[C@@H]1CN([C@H](C)CO)C(=O)c2cc(NC(=O)Nc3ccc(F)cc3)ccc2O[C@H]1CN(C)CC1CCCCC1,0,x,-20,-6,8,30,2,4
O=C(CSc1nc(=O)n2ccccc2n1)Nc1ccc2c(c1)OCO2,1,-5,2,-9,x,7,-3,x
O=[N+]([O-])c1ccc(/C=N/n2cnc3ccccc32)s1,-5,x,x,51,-3,21,1,2
CCOc1cc2c(cc1OCC)C(c1ccccc1)N(c1ccc(C(=O)O)cc1)C(=O)C2 (stereo unspecified),30,3,0,-4,-8,31,-5,1
CCN1/C(=C/c2cc[n+](CCCS(=O)(=O)[O-])c3ccccc23)Sc2ccccc21,3,x,x,8,x,-13,-4,x
CCOc1cccc(CN2CCCC(N3CCc4cc(OC)c(OC)cc4C3)C2)c1O (stereo unspecified),4,12,7,22,6,-2,2,-3
C/C(=N\NC(=O)CSc1nc(C)[nH]c1[N+](=O)[O-])c1ccc(F)cc1,x,-2,7,-16,-4,x,4,7
O=C(CSc1ccc(Cl)cc1)NC1CC1,11,9,-5,-19,0,19,x,0
C[C@@H]1CCCCO[C@H](CN(C)CC2CC2)[C@H](C)CN([C@@H](C)CO)C(=O)c2cc(NC(=O)Nc3ccccc3)ccc2O1,-9,-1,x,5,0,2,9,2
CCCCCCCCCCCCOC1OC(CO)C(O)C(O)C1NC(C)=O (stereo unspecified),3,4,x,27,-5,-7,-4,-4

# The list goes on.
SMILES,LGR2 inh,PGC1a acetyl inh,C2C12 statin,PAX8 inh HTS,Cneo AK release,INS-1E GSIS act,ARNT TACC3 PPI,PglD inh
CNc1snc(C)c1C(=O)OCC(=O)Nc1ccc(C)cc1F,3,x,2,-2,-1,-61,-5,1
COc1ccccc1OCCOc1ccccc1/C=N/n1cnnc1,x,-1,-28,x,-1,x,-2,5
CC(C)[C@H](NC(=O)C1CCN(S(=O)(=O)c2ccc(F)cc2)CC1)C(=O)NCc1ccco1,-7,-10,12,-6,2,11,0,4
O=C(c1cc2ccccc2cc1O)N1CCCC1,7,x,10,-10,4,6,-12,-7
C[C@H](CO)N1C[C@H](C)[C@H](CN(C)C(=O)Cc2ccncc2)Oc2ncc(Br)cc2C1=O,3&-12,18&-8,-3&-9,4,1&-2,23&-1,-4,-1&2
COc1cccc(-c2cc(CNC(=O)[C@H]3O[C@@H](n4cnc5c(N)ncnc54)[C@H](O)[C@@H]3O)no2)c1,7,14,10,2,-2,10,x,-1
N#Cc1cnc(SCC(=O)Nc2ccccc2C(F)(F)F)nc1N,12,-2,-3,x,x,2,9,x
Cc1ccc(S(=O)(=O)Nc2ccc3c(c2)C(=O)N([C@H](C)CO)C[C@H](C)[C@@H](CN(C)C(=O)Cc2ccccc2)OCCCC[C@@H](C)O3)cc1,-10,9,x,-20,58,5,-7,-2
CN(C)C(=O)C[C@H]1CC[C@H]2[C@H](COc3ccc(NC(=O)C4CCCCC4)cc3C(=O)N2C)O1,15,0,-15,-10,x,-3,x,x
O=C(CNC(=O)c1cccs1)OCC(=O)c1ccc2ccccc2c1,x,3,x,-8,0,x,1,4
COc1ccc(NC(=O)Nc2c(C)n(C)n(-c3ccccc3)c2=O)c(OC)c1,14,0,0,16,3,-3,-4,-3
Cc1noc(C)c1NC(=O)Nc1ccc2c(c1)C(=O)N([C@H](C)CO)C[C@@H](C)[C@@H](CN(C)C(=O)NC1CCCCC1)O2,3,0,-23,x,0,7,-5,-3
CC(=O)c1ccc(OCc2nnn(CC(=O)NS(=O)(=O)Cc3ccccc3)c2-c2ccccc2)cc1,0,-24,12,-5,0,-10,x,-5
CN(C)S(=O)(=O)c1cccc(NC(=O)COC(=O)CNC(=O)c2ccccc2F)c1,13,-4,-2,-12,-1,-4,5,-4
Cn1c(CCN2CCCCC2)nc2cc(NC(=O)COc3ccc([N+](=O)[O-])cc3)ccc21,-2,-1,-15,9,-1,-3,2,-4
CCOc1ccccc1CN1CCN(Cc2ccc3cc(F)ccc3n2)CC1CCO (stereo unspecified),x,-10,13,-7,-4,x,-3,-2
COc1ccc(-c2cnc3c(c2)C(=O)N([C@@H](C)CO)C[C@@H](C)[C@@H](CN(C)C(=O)C2CCCCC2)O3)cc1,1,-1,10,12,1,0,1,-2
O=C(NCc1cccnc1)c1cccc2c1C(=O)N(C1CCCCC1)C2,x,-22,46,1,0,x,-2,-5
Nc1nc(-c2cccs2)cs1,x,20,34,x,-2,x,3,5
CC(C)N(C(=O)[C@H]1C[C@H](CC(=O)NCCCN(C)C)C(=O)N2CCc3c([nH]c4cc(-c5ccco5)ccc34)[C@]12C)C(C)C,-10,-21,-18,13,1,16,12,-5
CC(=O)c1ccc(N2CCN(S(=O)(=O)c3cc4[nH]c(=O)c(=O)[nH]c4cc3C)CC2)cc1,-4,x,10,-26,1,-3,-6,0
O=C(C1CCCC1)N1C[C@H]2[C@@H](c3ccccc31)[C@@H](CO)N2C(=O)c1ccccc1,15,-12,-10,-7,-2,1,-6,-3
